Screening data deposited in PubChem by National Center for Advancing Translational Sciences (NCATS).
FLuc modulator: firefly luciferase modulation, counter-screen for miR-21 project. P08659. purified FLuc, Km substrates, luminescence inhibition. Potency, µM (series often up to 57.5 µM), for the others: at the highest dose activity change, negative = inhibition, most hits filed as inhibitors. hit rate 6.9% among 360,000. AID 588342;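 note: potency is the fitted concentration of half-maximal effect; plate controls were vehicle for no effect and reference inhibitor for full effect; nearly all actives have a fitted effect of over 55% in size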
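Purified P. pyralis luciferase (10nM final) with 10uM D-luciferin and 10uM ATP (Km levels) in 50mM Tris acetate pH 7.5, 10mM Mg acetate, 0.01% Tween-20, 0.05% BSA; qHTS 6-point titration, ~60 µM downward; luminescence read.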
RORg inh: blocks mouse ROR gamma transcriptional activity. AID 2551. Potency, µM (top dose mostly 53.6 µM), inactives show at the highest dose activity change, negative = inhibition, most hits filed as inhibitors. Drosophila S2 Gal4-RORgamma UAS-luciferase reporter, 20 h. P51450. hit rate 5.4% among 310,000; note: potency is the fitted concentration of half-maximal effect; % is set by controls: 0 for no effect and ±100 for the full control effect; nearly all actives have a fitted effect of over 60% in size
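Drosophila S2 cells stably expressing Gal4-DBD/mouse RORγ fusion under metallothionein promoter plus UAS-luciferase; compound 1 h, then 700 uM CuSO4 induction for 20 h at ambient temperature; inhibition read as reduced luminescence.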
Gal4-VP16 FLuc: counter-screen for ROR gamma inhibitors: Gal4-VP16 reporter | Drosophila S2 Gal4-VP16 UAS-luciferase, luminescence, 20 h | hit rate 3.5% among 310,000 | Potency, µM (doses to about 53.6 µM), without a hit: top-dose activity, negative = inhibition, hits mostly inhibitors;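 note: Gal4-VP16 expression switched on by copper sulfate through the metallothionein promoter; potency is the fitted concentration of half-maximal effect; % is set by controls: 0 for no effect and ±100 for the full control effect; nearly all actives have a fitted effect of over 50% in size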
KCNH2 3.1 inh: inhibitors of human KCNH2 3.1 potassium channel isoform. hit rate 0.95% among 340,000. U2OS KCNH2 3.1, thallium flux FluxOr; active compounds read low. activity change, % (tested at about 1.8 µM);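 active = maximum activity change below -70%; inconclusive = maximum activity change from -70% to -50%; inactive = maximum activity change above -50%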;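 note: thallium influx rate constant from kinetic fluorescence after stimulation buffer; % is set by controls: 0 for no effect and ±100 for the full control effect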
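Channel expression came from 3.1 mutant virus (1.77 x 10^8 /mL) applied to suspended U2OS cells for 4 h. Flux was tracked with FluxOr dye plus Red40 quencher, and kinetic rate constants normalized to controls.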
Rab9 prom act: activators of Rab9 promoter | Huh7 Rab9 promoter-luciferase reporter, luminescence, 24 h | Potency, µM (titrated, usually from 9.22 µM), without a hit: at the top dose activation, negative = inhibition, most hits filed as activators | hit rate 2.8% among 320,000 | AID 485297; note: potency is the fitted concentration of half-maximal effect; % of control where 0% means no effect; nearly all actives have a fitted effect of over 60% in size
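Measured in stably transfected Huh7 cells bearing a Rab9 promoter–luciferase construct: 24 h compound treatment at 37 °C, followed by luminescence detection.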
PKM2 activator: PKM2 (human) enzyme activation; P14618; purified PKM2, Kinase-Glo ATP luminescence, activation; response scale: 0% is enzyme alone, no compound; Potency, µM (series often up to 57.5 µM), without a hit: at the top dose activation, usual class: activators; hit rate 0.34% among 260,000; AID 1631; note: potency is the fitted concentration of half-maximal effect; % is set by controls: 0 for no effect and ±100 for the full control effect; nearly all actives have a fitted effect of over 55% in size
Target sequence (P14618 whole entry, looked up): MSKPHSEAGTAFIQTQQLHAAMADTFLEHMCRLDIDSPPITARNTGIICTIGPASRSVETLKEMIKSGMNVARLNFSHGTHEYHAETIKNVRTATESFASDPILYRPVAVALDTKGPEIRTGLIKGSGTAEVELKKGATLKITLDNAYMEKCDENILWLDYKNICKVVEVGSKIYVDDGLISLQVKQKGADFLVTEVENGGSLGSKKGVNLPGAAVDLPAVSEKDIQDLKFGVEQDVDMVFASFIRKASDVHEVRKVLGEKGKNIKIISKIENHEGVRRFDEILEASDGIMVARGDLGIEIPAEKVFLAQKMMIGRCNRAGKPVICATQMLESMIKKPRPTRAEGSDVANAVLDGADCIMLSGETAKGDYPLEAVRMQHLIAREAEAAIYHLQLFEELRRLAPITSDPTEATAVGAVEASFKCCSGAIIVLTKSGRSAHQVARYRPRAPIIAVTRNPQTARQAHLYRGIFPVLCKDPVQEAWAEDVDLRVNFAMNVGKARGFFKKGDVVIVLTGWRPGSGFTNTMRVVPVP
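Kinase-Glo luminescence reports ATP generated from ADP (0.1 mM) and PEP (0.5 mM) by purified hPK-M2 after 1 h at room temperature, pH 7.2 imidazole buffer; intermediate enzyme activity allows detecting inhibitors and activators.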
Menin-MLL TR inh: inhibitors of human menin-MLL interaction, mutant MLL peptide | Potency, µM (titrated, usually from 61.6 µM), for inactives: at the highest dose FP activity change, negative = inhibition, actives largely listed as inhibitors | AID 1768 | O00255 | hit rate 0.23% among 270,000 | Menin + Texas Red MLL mutant peptide, fluorescence polarization; active = well fitted inhibition curve with a large enough effect in the polarisation, with a control signal flat, not every such curve was filed as active; inconclusive = small, poorly fitted or top-dose-only effect, or effect the other way, or a change in a side signal; inactive = no such curve, though single readings can be large or run the other way; the % refers to the polarisation; note: potency is the fitted concentration of half-maximal effect; % of control where 0% means no effect; many of its hits are not listed in these tables
NPC1 promoter act: activators of NPC1 promoter; Huh7 NPC1 promoter luciferase reporter, 24 h; Potency, µM (top dose mostly 9.22 µM), for the others: top-dose activation, hits mostly activators; hit rate 2.4% among 320,000; AID 485313;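 note: potency is the fitted concentration of half-maximal effect; % of control where 0% means no effect; nearly all actives have a fitted effect of over 60% in size; reporter is driven by a mutant NPC1 promoter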
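NPC1 promoter–luciferase Huh7 cells; 24 h compound; luminescence.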
MBNL1 CUG block: blocks human MBNL1 binding to CUG repeat RNA; Q9NR56; TR-FRET MBNL1-His/biotin-(CUG)12 binding, 665/545 ratio; Potency, µM (titrated, usually from 57.5 µM), inactives show at the top dose activity change, negative = inhibition, usual class: inhibitors; hit rate 0.036% among 280,000; AID 2675; active = well fitted inhibition curve with a large enough effect in the signal ratio, with a control signal flat, not every such curve was filed as active; inconclusive = small, poorly fitted or top-dose-only effect, or effect the other way, or a change in a side signal; inactive = no such curve, though single readings can be large or run the other way; the % refers to the signal ratio; note: potency is the fitted concentration of half-maximal effect; % is set by controls: 0 for no effect and ±100 for the full control effect
Target sequence (Q9NR56 whole entry, looked up): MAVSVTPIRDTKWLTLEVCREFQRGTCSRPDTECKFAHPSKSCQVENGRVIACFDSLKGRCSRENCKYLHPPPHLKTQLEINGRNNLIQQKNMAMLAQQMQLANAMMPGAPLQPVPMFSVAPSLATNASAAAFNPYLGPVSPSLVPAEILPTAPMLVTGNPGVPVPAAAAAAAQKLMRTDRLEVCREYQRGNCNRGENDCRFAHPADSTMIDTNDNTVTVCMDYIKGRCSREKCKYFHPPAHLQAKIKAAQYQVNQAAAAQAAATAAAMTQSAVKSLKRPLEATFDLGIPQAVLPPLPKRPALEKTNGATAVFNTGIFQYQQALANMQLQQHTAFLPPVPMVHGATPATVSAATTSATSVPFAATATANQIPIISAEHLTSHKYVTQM
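TR-FRET readout: Ex 340 nm, 665/545 nm emission ratio, normalized to buffer-only (basal) and MBNL1-(CUG)12 controls. Complex of MBNL1-His with Biotin-(CUG)12, compounds 92 nM–58 uM, incubated 60 min at room temperature.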
Mito fusion act: blocks mitochondrial division or promotes mitochondrial fusion; S. cerevisiae fusion-defective mutant growth rescue, CellTiterGlo 48 h; Potency, µM (titrated, usually from 46.1 µM), inactives show at the top dose growth rescue (activation), usual class: activators; hit rate 0.23% among 320,000; AID 485298;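 note: potency is the fitted concentration of half-maximal effect; % of control where 0% means no effect; nearly all actives have a fitted effect of over 45% in size; temperature-sensitive fusion mutants such as fzo1-1 at 37 °C on non-fermentable ethanol glycerol medium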
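S. cerevisiae fusion-defective temperature-sensitive mutants (e.g. fzo1-1, mgm1-5) grown 48 h at 37C in YPEG (ethanol/glycerol non-fermentable) medium with 23 nl compound per well; growth rescue read as CellTiterGlo luminescence.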
ELG1 repair inh: inhibitors of ELG1-dependent DNA repair in HEK293T cells. HEK293T ELG1-luciferase reporter, luminescence, 16 h; DNA damage induced by 5-fluorouridine. Potency, µM (top dose mostly 46.1 µM), without a hit: at the top dose activity change, negative = inhibition, usual class: inhibitors. hit rate 2.3% among 330,000; note: potency is the fitted concentration of half-maximal effect; % is set by controls: 0 for no effect and ±100 for the full control effect; nearly all actives have a fitted effect of over 55% in size
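In this reporter screen, reduction of luminescence relative to DMSO vehicle indicated activity. Compounds and 5-fluorouridine were added together to 2,000 cells per well, incubated for 16 hr at 37 °C, then developed with ONE-Glo.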
* marks the source's active call; other numbers are inactive results; ? = inconclusive; · = not tested or not shown; [ ] = dose if it differs, or a comment. Unless noted, calls come from the whole dose curve; as a rule, active = well fitted curve in the direction sought with a large enough effect; inconclusive = small, poorly fitted or top-dose-only effect, or another doubt; inactive = no such curve, though single readings can be large; an effect the other way counts as inactive or inconclusive. These rows are one share of the data, so the mix of outcomes need not match the whole.

A first look (five entries):
no. | mol | Rab9 prom act | FLuc modulator | Gal4-VP16 FLuc | PKM2 activator | Menin-MLL TR inh | KCNH2 3.1 inh | MBNL1 CUG block | Mito fusion act | RORg inh | NPC1 promoter act | ELG1 repair inh
1 | Cn1c(=O)n(C)c2cc(NC(=O)COc3ccc(Cl)cc3)ccc21 | 0% | -6% | -3%[10 µM] | 1% | 18% | 1 | 1% | 23% | -12% | 0% | -12%
2 | CC(NC(=O)CCc1nc2cc(S(=O)(=O)N3CCOCC3)ccc2n1C)c1ccc(S(N)(=O)=O)cc1 (stereo unspecified) | -1% | 2% | 9% | · | · | 4 | -7% | -4% | -7% | 1% | 6%
3 | CCOc1ccc(-n2c(SCC(=O)Nc3ccc(OC)cc3OC)nc3c(c2=O)SCC3)cc1 | 0% | 0% | -9% | -7% | · | 3 | 13% | -2% | -6% | 2% | -18%
4 | COc1cc(/C=N/N=C(\N)c2nonc2N)ccc1O | 20% | 21µM* | 28% | -9% | 12% | 13 | ? | -2% | -3% | 12% | ?
5 | COc1ccc(S(=O)(=O)N2N=C(C)Oc3ccccc3C2=O)cc1 | -12% | 7% | -7% | 3% | ? | 10 | -3% | -2% | -44% | -22% | 15%

All compounds of this part, repeating the preview:
no. | mol | Rab9 prom act | FLuc modulator | Gal4-VP16 FLuc | PKM2 activator | Menin-MLL TR inh | KCNH2 3.1 inh | MBNL1 CUG block | Mito fusion act | RORg inh | NPC1 promoter act | ELG1 repair inh
1 | Cn1c(=O)n(C)c2cc(NC(=O)COc3ccc(Cl)cc3)ccc21 | 0% | -6% | -3%[10 µM] | 1% | 18% | 1 | 1% | 23% | -12% | 0% | -12%
2 | CC(NC(=O)CCc1nc2cc(S(=O)(=O)N3CCOCC3)ccc2n1C)c1ccc(S(N)(=O)=O)cc1 (stereo unspecified) | -1% | 2% | 9% | · | · | 4 | -7% | -4% | -7% | 1% | 6%
3 | CCOc1ccc(-n2c(SCC(=O)Nc3ccc(OC)cc3OC)nc3c(c2=O)SCC3)cc1 | 0% | 0% | -9% | -7% | · | 3 | 13% | -2% | -6% | 2% | -18%
4 | COc1cc(/C=N/N=C(\N)c2nonc2N)ccc1O | 20% | 21µM* | 28% | -9% | 12% | 13 | ? | -2% | -3% | 12% | ?
5 | COc1ccc(S(=O)(=O)N2N=C(C)Oc3ccccc3C2=O)cc1 | -12% | 7% | -7% | 3% | ? | 10 | -3% | -2% | -44% | -22% | 15%
6 | O=C(c1ccccc1)N1CCn2c(nc3ccccc32)C1 | 5% | -2% | -3% | -2% | 6% | -23 | 5% | 0% | -3% | 1% | 16%
7 | O=C(NCC1COc2ccccc2O1)c1ccc(Br)s1 (stereo unspecified) | ? | ? | 27% | -15% | 25% | -16 | -10% | 10% | 13% | ? | ?
8 | CCCn1c(SCC(=O)Nc2ccccc2C(=O)OC)nc2c1c(=O)n(C)c(=O)n2C | -1% | 5% | · | 10% | -21% | 24 | 5% | -2% | 14%[0.365 µM] | -3% | 2%
9 | Cn1c(CNc2nc(-c3ccccc3)cs2)nnc1SCC(=O)N1CCc2ccccc21 | -2% | 1% | 3% | 14% | -26% | -35 | -1% | -2% | 21% | -1% | ?
10 | CCCSc1nc(C)cc(C)c1S(C)(=O)=O | -3% | -5% | -6% | 4% | -4% | -7 | · | 4% | 17% | 0% | 9%
11 | C[C@@H]1C(c2ccc(F)cc2)=NN(c2ccccc2)[C@H]1C(=O)N1CCOC1=O | · | · | -5% | · | ? | -13 | · | · | 19% | · | -25%
12 | Cc1ccc(-c2nnn(CC(=O)N(Cc3ccco3)C(C(=O)NC(C)(C)C)c3cccs3)n2)o1 (stereo unspecified) | -5% | 8% | 9% | ? | -13% | -12 | -4% | 9% | 16% | 0% | 0%
13 | CCOC(=O)Nc1cc(C)c(Cl)cc1OC | -2% | 0% | -8% | -4% | -24% | 4 | -4% | 0% | -8% | 2% | -1%
14 | O=C(COc1ccccc1-c1ccccc1)Nc1ccc(S(=O)(=O)NCc2ccco2)cc1 | -2% | 5% | -17% | -3% | -19% | -18 | -10% | -2% | -37% | -5% | -5%
15 | COc1ccc(CCN(C)C(=O)c2ccc(C)c(S(=O)(=O)N3CCCCC3)c2)cc1OC | -4% | 0% | · | · | · | 14 | · | 5% | · | 0% | ?
16 | CCOCCCn1c(=NC(=O)c2cccs2)c(C#N)cc2c(=O)n3ccccc3nc21 | -7% | 0% | -7% | 2% | · | -18 | ? | 1% | -5% | 1% | -19%
17 | COc1cc(/C=C/C(=O)OCC(=O)Nc2cc(C)on2)ccc1OCC#N | -7% | 2% | · | · | · | -5 | · | -4% | · | 1% | ?
18 | Cc1csc(NC(=O)C2CCCCN2S(=O)(=O)c2ccccc2)n1 (stereo unspecified) | -2% | 0% | -1% | -31% | -7% | -3 | -3% | 6% | 8% | 0% | 2%
19 | COc1ccc(S(=O)(=O)/C(C#N)=C/Nc2ccccc2F)cc1 | -1% | -1% | 4% | · | -9% | -18 | 5% | 6% | 0% | 0% | 2%
20 | O=C(COc1cccc2ccccc12)Nc1cc(S(=O)(=O)N2CCOCC2)ccc1N1CCOCC1 | -4% | -2% | 0% | 1% | 12% | · | 9% | 7% | ? | 0% | ?
21 | COc1ccc(/C=C/C(=O)OCC(=O)NC2CCCCC2C)c(OC)c1 (stereo unspecified) | -2% | · | · | · | · | 4 | · | 2% | · | -1% | -4%
22 | CSc1ccc(CN(C)CC(=O)NC(C)c2ccccc2)cc1 (stereo unspecified) | -11% | -3% | -5%[10 µM] | 1% | ? | ? | -13% | -25% | 39% | -3% | 7%
23 | Cc1cc(/C=N\NC(=O)CC(=O)NC2CCCCC2)c(C)n1-c1cccc(Cl)c1Cl | -2% | -14% | -20% | 4% | 0% | 3 | · | -2% | -6% | -5% | -5%
24 | O=C(COC(=O)c1cccs1)Nc1cccc(Cl)c1 | -1% | ? | · | · | · | 2 | · | 5% | · | -3% | 20%
25 | Cc1ccc(-c2nc(CS(=O)CC(=O)NCc3ccco3)c(C)o2)cc1 (stereo unspecified) | -2% | -12% | -5% | 1% | -14% | -4 | 0% | -5% | -23% | -3% | 2%
26 | Cc1ccc(S(=O)(=O)NCC(=O)NCC(=O)OC(C(=O)NC(N)=O)C(C)C)cc1C (stereo unspecified) | -3% | 0% | -1% | -3% | · | 6 | -7% | 3% | -5% | -4% | -1%
27 | CN(C)Cc1c(O)ccc2oc(Cc3ccccc3)cc12 | -9% | 1% | -11%[0.365 µM] | -19% | -3% | -12 | 2% | 15% | -7% | -11% | -9%
28 | CCOc1ccc(N(C)S(=O)(=O)c2ccc(-c3cc(C)no3)s2)cc1 | -25% | 1% | -7% | · | · | 21 | 14% | -1% | ? | -30%[inhibitor] | ?
29 | CC1=CCC2C(=O)N(c3ccccc3OC(=O)c3ccccc3F)C(=O)C2C1 (stereo unspecified) | 1% | 2% | 0% | 7% | 3% | 1 | · | 8% | 3% | -3% | 4%
30 | NC(=O)C1CC(=O)N(c2ccc(OCc3ccccc3Cl)cc2)C1 (stereo unspecified) | ? | ? | -5% | 9% | -2% | -3 | 0% | 4% | -1% | 1% | ?
31 | CCCCCC(=O)OC(CN1CCCCC1)CN1CCCC1=O (stereo unspecified) | 3% | 0% | -7% | -8% | 9% | 1 | -8% | 2% | -3% | -2% | 2%
32 | COc1ccc(/C=N/c2sc3c(c2C#N)CCN(Cc2ccccc2)C3)c(O)c1 | -4% | -17% | 18% | 0% | -4% | · | -6% | -4% | 21% | 0% | 12%
33 | O=C(Cc1ccc([N+](=O)[O-])cc1)Nc1cc(C(F)(F)F)cc(C(F)(F)F)c1 | -8% | -1% | -17% | -1% | · | -9 | 1% | 3% | ? | -2% | ?
34 | O=C(N/N=C1\CC2CC=CC12)c1ccc(COc2ccccc2)cc1 (stereo unspecified) | 3% | -19% | 5µM* | -2% | 0% | -10 | 6% | 2% | 5µM* | 4% | 2%
